M5 PAM: positive allosteric modulators of human muscarinic M5 receptor. activation, % at 3 µM. P08912. AID 624038. hit rate 0.3% among 360,000. CHO-K1 hM5, Fluo-8 calcium, ACh EC20 PAM; 0% = ACh EC20, 100% = ACh EC100;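 active means activation above the run cutoff, the mean activation of all test compounds plus 3 SD, cut at about 18% in these data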
Target sequence (P08912 whole entry, looked up): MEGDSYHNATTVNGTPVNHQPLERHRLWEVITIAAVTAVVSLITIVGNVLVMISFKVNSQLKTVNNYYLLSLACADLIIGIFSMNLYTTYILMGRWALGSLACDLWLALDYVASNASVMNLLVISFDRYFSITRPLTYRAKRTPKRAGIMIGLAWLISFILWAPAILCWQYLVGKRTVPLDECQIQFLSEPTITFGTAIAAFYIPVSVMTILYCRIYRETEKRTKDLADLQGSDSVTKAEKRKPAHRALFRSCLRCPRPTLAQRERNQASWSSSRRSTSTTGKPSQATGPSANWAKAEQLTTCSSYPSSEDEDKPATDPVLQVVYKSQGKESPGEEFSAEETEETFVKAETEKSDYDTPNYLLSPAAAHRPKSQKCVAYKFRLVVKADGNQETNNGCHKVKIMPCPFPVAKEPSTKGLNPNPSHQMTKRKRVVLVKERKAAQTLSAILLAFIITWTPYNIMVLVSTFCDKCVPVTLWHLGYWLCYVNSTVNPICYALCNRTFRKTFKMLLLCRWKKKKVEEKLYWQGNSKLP
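system = human M5 receptor in CHO-K1 cells | reagent = EC20 acetylcholine as agonist stimulus | compound dosing = single-point, 3 µM nominal | incubation = Fluo-8 loading 80 min at 37 °C plus 30 min room temperature | detection = Fluo-8 calcium dye fluorescence, kinetic read | benchmarks = low control EC20 acetylcholine (0%), high control EC100 acetylcholine (100%)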
CHRM1 antagonist: blocks human M1 muscarinic receptor; inhibition, % at 3 µM; P11229; CHO-K1 hM1, Fluo-8 calcium fluorescence, ACh EC80 antagonist; hit rate 1.3% among 360,000;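 active means percent inhibition above its own plate's cutoff, namely the mean of that plate's compound wells plus 3 SD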;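 further: peak over basal fluorescence ratio during 140 s after agonist addition; 0% = ACh EC80 plus DMSO and 100% = DMSO alone without agonist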
CHRM4 antagonist: antagonists of human muscarinic M4 receptor (CHRM4); P08173; CHO-hM4 cells, ACh EC80, Fluo-8 calcium fluorescence; inhibition, % at 3 µM; hit rate 0.73% among 360,000; AID 624125;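 active means inhibition above its plate's cutoff, the mean inhibition of sample wells plus 3 SD, cut at about 27% in these data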;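 further: 0% = acetylcholine EC80 with DMSO and 100% = DMSO without agonist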
Target sequence (P08173 whole entry, looked up): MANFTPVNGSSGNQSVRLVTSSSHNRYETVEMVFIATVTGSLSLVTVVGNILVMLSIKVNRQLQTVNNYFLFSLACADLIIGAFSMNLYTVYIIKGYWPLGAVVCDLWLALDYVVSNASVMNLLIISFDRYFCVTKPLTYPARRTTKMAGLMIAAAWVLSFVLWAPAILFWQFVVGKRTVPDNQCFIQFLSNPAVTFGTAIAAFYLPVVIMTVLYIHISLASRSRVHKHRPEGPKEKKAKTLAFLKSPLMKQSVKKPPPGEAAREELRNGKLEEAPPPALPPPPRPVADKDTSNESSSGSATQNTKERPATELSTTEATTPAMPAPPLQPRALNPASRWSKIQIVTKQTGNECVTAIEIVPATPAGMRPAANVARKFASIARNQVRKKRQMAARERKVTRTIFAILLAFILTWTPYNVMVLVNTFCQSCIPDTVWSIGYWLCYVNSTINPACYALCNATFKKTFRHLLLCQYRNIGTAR
CHRM5 antagonist: CHRM5 antagonism in calcium assay. P08912. CHO-hM5 cells, Fluo-8 calcium fluorescence, ACh EC80. AID 624040. hit rate 0.59% among 360,000. inhibition, % at 3 µM;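 active means inhibition above a per-plate cutoff, the mean of that plate's test compounds plus 3 SD, cut at about 27% in these data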;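 further: 0% = acetylcholine EC80 with DMSO and 100% = DMSO without agonist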
TAAR1 agonist: human TAAR1 agonism; Q96RJ0; hit rate 0.99% among 360,000; AID 624467; activation, % at 3 µM; CHO RD-HGA16 TAAR1, Fluo-8 calcium fluorescence; vehicle wells 0%, saturating PEA agonist 100%;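 active means activation above the mean activation of all test compounds in the run plus 3 SD, cut at about 38% in these data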
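System: CHO-derived RD-HGA16 cells with stable Gα16 and human TAAR1 / Times: 17-24 h plating, Fluo-8 75 min 37 °C, 30 min RT / Technique: calcium-sensitive Fluo-8 signal, excitation 470-495, emission 515-575 nm / Measure: % activation relative to PEA EC100 response / Benchmarks: DMSO and PEA EC100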
CHRM1 PAM: human CHRM1 positive allosteric modulation. P11229. CHO-K1 hM1, Fluo-8 calcium fluorescence, ACh EC20; 0% = ACh EC20, 100% = maximal ACh. activation, % at 3 µM. hit rate 0.088% among 360,000. AID 588819; in the data active means activation above about 19%, passing the limit was not always enough
M5 ag: agonists of human muscarinic M5 receptor (CHRM5). hit rate 0.19% among 360,000. P08912. activation, % at 3 µM. CHO-K1 hM5 cells, Fluo-8 calcium fluorescence; 0% DMSO wells, 100% maximal acetylcholine response;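 active means activation above the run's mean over test compounds plus 3 SD, cut at about 23% in these data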;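 further: signal is peak over basal fluorescence ratio across the kinetic read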
M4 ag: CHRM4 agonism in calcium assay. P08173. CHO-K1 hM4/Gqi5, Fluo-8 calcium fluorescence; vehicle 0%, full acetylcholine response 100%. activation, % at 3 µM. hit rate 0.14% among 360,000. AID 624127;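 active means activation above the run mean over all test wells plus 3 SD, cut at about 32% in these data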;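 further: peak over basal fluorescence ratio per well then scaled between controls; 0% = DMSO wells and 100% = acetylcholine at EC100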
CHRM1 agonist: agonists of human M1 muscarinic receptor | activation, % at 3 µM | P11229 | hit rate 0.33% among 360,000 | CHO-K1 hM1, Fluo-8 calcium fluorescence, agonist mode; 0% DMSO, 100% acetylcholine EC100 | AID 588814;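 active means activation above the run's mean compound activation plus 3 SD, cut at about 16% in these data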;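 further: peak over basal fluorescence ratio within a 140 s kinetic read after compound addition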
Starred values were filed as active, the others as inactive; . = not tested or not shown.

SMILES | M5 PAM | CHRM1 antagonist | CHRM4 antagonist | CHRM5 antagonist | TAAR1 agonist | CHRM1 PAM | M5 ag | M4 ag | CHRM1 agonist
CCOC(=O)c1cc(-c2ccccc2)n(CCC(=O)N2CCN(c3ccc(OC)cc3)CC2)c1C | 1 | 3 | 2 | -5 | -1 | 1 | -6 | 3 | -7
Cn1c(CCNC(=O)c2cccs2)n[nH]c1=S | -7 | -11 | -2 | 3 | -1 | 5 | -1 | -1 | -3
Cc1c(C)n(CCC#N)c2ccc(Cl)cc12 | -2 | -9 | 3 | 18 | -2 | 0 | -7 | 1 | -6
CCCOc1ccc(C(=O)NNC(=S)NC(=O)c2cc(-c3ccccc3)nc3ccccc23)cc1 | 5 | -26 | 4 | -1 | 55* | 5 | -3 | 1 | -2
O=C(O)C1Nc2c(O)cc(Cl)c([N+](=O)[O-])c2C2C=CCC12 (stereo not drawn) | 1 | -2 | -2 | 3 | 1 | 2 | -1 | 1 | -4
CN(C)C=NC(=O)c1cccn1-c1ncc(C(F)(F)F)cc1Cl | -2 | -3 | 3 | -7 | -2 | 10 | -1 | 1 | -3
O=C1C(=O)N(c2nccs2)C(c2ccccc2)/C1=C(\O)c1ccc2c(c1)OCCO2 (stereo not drawn) | 0 | 3 | -4 | -9 | . | 0 | -1 | 16 | -2
CCCC(=O)NC(=S)Nc1ccccc1C(=O)OC | 0 | 2 | 0 | -9 | 8 | -2 | -4 | 0 | -5
CCC(=O)N1CCc2cc(Br)cc(S(=O)(=O)N3CCC(C(=O)NC(C)(C)C)CC3)c21 | 9 | -12 | -11 | 8 | 0 | 14 | 0 | 1 | -2
COc1ccccc1N1CCN(C(=O)c2ccc(Cl)c(S(=O)(=O)NCc3ccco3)c2)CC1 | 3 | -23 | -4 | 2 | 17 | -1 | 5 | 11 | 0
O=C(CN1CCN(c2ccccn2)CC1)Nc1ccc(Br)cc1 | -1 | -10 | -8 | -2 | -1 | 7 | -6 | 1 | -6
Cc1cc(NC(=O)Cn2c(=O)oc3ccc(Cl)cc32)no1 | -4 | -8 | -1 | 3 | -1 | 4 | -6 | -1 | -2
CC(=O)Nc1ccc(C(=O)c2ccccc2)cc1 | -5 | -28 | -17 | -6 | 9 | -3 | -4 | 1 | 0
CC(C)Sc1nnc(CNC(=O)C23CC4CC(CC(C4)C2)C3)n1C1CCCCC1 | 2 | -7 | -5 | -2 | 2 | 5 | 0 | 0 | -5
Cc1cccc(NC(=O)COC(=O)COc2ccc3c(c2)CCC3)c1 | -1 | 2 | -2 | 8 | 2 | 3 | 2 | 1 | -3
O=c1[nH]c(-c2ccc(-c3cccc(Cl)c3)o2)nc2ccccc12 | -3 | -4 | -1 | 10 | 8 | 11 | 4 | 0 | 0
Cc1ccc2oc(C(=O)N(Cc3ccccc3)C3CCS(=O)(=O)C3)c(C)c2c1 (stereo not drawn) | 1 | -4 | 3 | 8 | 9 | 0 | -3 | 6 | 2
CCCN(C(=O)c1c(CC)noc1C)c1c(N)n(Cc2ccccc2)c(=O)[nH]c1=O | 2 | -5 | -12 | 3 | 2 | 7 | 1 | 1 | -4
C/C(=C\C(=O)O)C12CC3CC(CC(C3)C1)C2 | -9 | -8 | 6 | 5 | 10 | 3 | -2 | 0 | -3
c1ccc(-c2nc(-c3cccnc3)cs2)cc1 | 3 | 4 | -3 | -10 | -1 | -3 | -5 | 2 | -9
O=C(NCc1cc(C(F)(F)F)cc(C(F)(F)F)c1)C1CC(c2ccc(C(F)(F)F)cc2)=NO1 (stereo not drawn) | -3 | -6 | -13 | 9 | 6 | 2 | -1 | 1 | -6
O=C(C1=C[C@@H](c2ccc3c(c2)OCO3)C[C@@H](OCc2ccc(CO)cc2)O1)N1CCOCC1 | 5 | 2 | -7 | 2 | 14 | 8 | 2 | 4 | -6
CC(=O)Nc1ccc(NC(=O)CSc2ccc3nnc(CCNC(=O)c4ccccc4)n3n2)cc1 | 5 | -9 | 4 | -3 | 1 | 5 | 1 | 2 | -3
CS(=O)(=O)Nc1cccc(C2=NN(C(=O)c3ccco3)C(c3ccco3)C2)c1 (stereo not drawn) | -1 | -9 | -4 | 3 | 1 | 12 | 2 | 2 | 0
Cc1ccnc2nc(C(=O)Nc3nnc(CC(C)C)s3)nn12 | -1 | 6 | 2 | -10 | 10 | -3 | -4 | 0 | -4
N#Cc1ccc(C(=O)OCC(=O)NC2CCCC2)cc1 | 1 | -10 | -7 | 10 | 1 | 19 | 0 | 0 | 3
Cc1ccccc1NC(=O)OCc1cccnc1Oc1ccc(Cl)cc1 | -1 | 9 | 6 | 9 | 3 | -13 | -7 | -2 | -11
NC(=S)N/N=C/c1ccccc1 | -6 | 1 | 2 | 9 | 15 | -4 | 2 | 0 | -4
CCOC(=O)C1NN=C(C(=O)c2ccccc2)C1c1ccc(Cl)cc1 (stereo not drawn) | -8 | 3 | 3 | 1 | -1 | -3 | -3 | 0 | -10
CCOc1ccc(NC(=S)N(CCc2c(C)[nH]c3ccc(C)cc23)Cc2ccco2)cc1 | -4 | -8 | -22 | 3 | 2 | 3 | -2 | 1 | -5
Cn1nc(-c2ccc(N3CCCCC3)c(NC(=O)c3ccco3)c2)c2ccccc2c1=O | -3 | -3 | 9 | 0 | 6 | 1 | 0 | 1 | -3
CCOC(=O)c1sc2nc(NC(=O)C(C)(C)C)sc2c1C | -18 | 32* | 0 | 12 | 0 | -19 | 0 | 11 | -5
CCCC(=O)Nc1ccc(N2CCN(C(=O)CCC)CC2)cc1 | 8 | -7 | 0 | 1 | 2 | 4 | -6 | 1 | -3
CCOC(=O)C1=C(c2ccccc2)NC(=O)NC1c1ccc(N(C)C)cc1 (stereo not drawn) | 7 | -5 | 3 | -6 | -1 | 12 | 3 | 2 | -2
Clc1ccc2c(c1)-c1[nH]ncc1CS2 | -1 | -13 | -3 | 1 | 2 | 16 | -1 | 0 | -1
CCCCn1c(-c2csc(CC)c2)n[nH]c1=S | 2 | -5 | -1 | -10 | 1 | -5 | -8 | 0 | -11
CCOC(=O)C1=C(C)NC(=O)NC1/C=C/c1ccccc1 (stereo not drawn) | 3 | -8 | 4 | 5 | 3 | 0 | 0 | 0 | -6
Cc1ccc2oc(-c3cccc(NC(=O)c4ccc(Br)o4)c3C)nc2c1 | -4 | -11 | 6 | 0 | -1 | 7 | -4 | 0 | -2
CC(C)CC1NC(=O)N(CC(=O)Nc2cc(F)ccc2F)C1=O (stereo not drawn) | 1 | -5 | -9 | 4 | 8 | 5 | 4 | 1 | -3
COc1cccc(CCOC(=O)c2c(-c3ccsc3)oc3c2C(OC(C)=O)CCC3)c1 (stereo not drawn) | -7 | . | -4 | 7 | 1 | . | -1 | 0 | .
O=C1CN(C(=O)C2CC2)c2ccccc2N1 | -1 | -8 | 6 | -1 | 9 | 6 | -2 | 0 | -2
CCCN(CC(=O)Nc1ccc(F)c(F)c1F)C(=O)c1ccc2c(=O)n3c(nc2c1)CCC3 | -1 | -7 | -12 | 7 | 0 | 7 | 1 | 1 | -5
COc1cc(OC)cc(-c2nnc(SCC(=O)N3CCOCC3)o2)c1 | 4 | -13 | -2 | -7 | 8 | 0 | -2 | 1 | -5
CCNCc1cc(Cl)cc(OC)c1OC(C)C | 0 | -7 | 3 | -1 | 0 | 4 | -7 | 1 | -10
COC(=O)c1ccc(OCCOc2ccccc2)cc1 | -4 | -1 | 5 | -4 | -1 | 0 | -6 | 0 | -4
COc1ccccc1C(=O)NC(CCSC)C(=O)NCCCSc1ccccc1 (stereo not drawn) | 3 | -9 | -5 | 4 | 0 | 7 | -2 | 5 | -5
COc1cccc(CC2(CO)CCCN(CC3=Cc4cc(OC)ccc4OC3)C2)c1 (stereo not drawn) | -3 | 5 | -2 | 13 | -1 | -16 | 0 | 2 | -8
CN(C)c1ccc(C(=S)N2CCCC2)cc1Br | 0 | 7 | 12 | 7 | -1 | -2 | -2 | 0 | -4
CC(=O)Nc1cccc(C(=O)OCC(=O)NC(=O)NC2CCCC2)c1 | -1 | -10 | 3 | -2 | 6 | 2 | 7 | 2 | 4
CCO/C(C)=N/n1c2nc3ccccc3nc2c2c(=O)n(C3CCCC3)c(C)nc21 | 7 | -13 | -6 | -8 | 8 | 3 | -4 | 2 | -4
Cc1nc2c3c4c(sc3n3c(SCC(=O)NCc5ccco5)nnc3n2n1)COC(C)(C)C4 | -3 | -14 | 5 | -5 | 4 | -6 | -3 | 1 | -9
N#Cc1cccc(Oc2ccc(S(=O)(=O)N3CCCC3)cn2)c1 | -1 | -14 | -2 | 0 | 0 | 13 | 0 | 1 | -2
O=C(CCCc1nc2ccccc2s1)Nc1nccs1 | 3 | -2 | -7 | -1 | 10 | 5 | 2 | 5 | 0
CN(C)CCN(C(=O)c1cccs1)c1nc2cc3c(cc2s1)OCCO3 | -8 | -10 | -6 | 13 | 3 | 6 | -5 | 1 | -6
CCn1c(=O)cc(C(F)(F)F)[nH]c1=S | -2 | 14 | 4 | 6 | 0 | -4 | 4 | 1 | -2
O=C(O)c1cnn(-c2ccccc2)c1-c1ccncc1 | 6 | -12 | 4 | 6 | 3 | 12 | -2 | 1 | -2
CNC(=S)N(Cc1cccs1)Cc1cc2cc(OC)c(OC)cc2[nH]c1=O | -12 | 2 | 1 | 16 | 6 | -2 | -4 | 3 | -3
C=C(C)Cn1c(C)cc(C)c(S(=O)(=O)c2ccccc2C)c1=O | -4 | 5 | -4 | 9 | 3 | -9 | -11 | -2 | -5
Fc1cccc(NCc2ccoc2)c1 | -1 | -3 | 0 | -3 | 4 | 4 | 1 | 0 | -5
O=C(c1cccc(F)c1)N1CCN(C(=O)c2cc3nc(-c4ccco4)cc(C(F)(F)F)n3n2)CC1 | -6 | -2 | -11 | 13 | 2 | 2 | -1 | 8 | -7
CCN1C(=O)C(=O)N(CC(=O)Nc2ccccc2Oc2ccccc2)C1=O | 0 | 1 | -14 | -1 | 1 | 8 | 0 | 3 | 1
COc1ccc(C2/C(=C(/O)c3ccccc3)C(=O)C(=O)N2CCCN2CCOCC2)cc1 (stereo not drawn) | 1 | -2 | 4 | 2 | 1 | 1 | 1 | 0 | -5

Reformatted: entries from further up
canonical_smiles: Cc1nc2c3c4c(sc3n3c(SCC(=O)NCc5ccco5)nnc3n2n1)COC(C)(C)C4
  M5 PAM: -3; CHRM1 antagonist: -14; CHRM4 antagonist: 5; CHRM5 antagonist: -5; TAAR1 agonist: 4; CHRM1 PAM: -6; M5 ag: -3; M4 ag: 1; CHRM1 agonist: -9
canonical_smiles: COc1cccc(CC2(CO)CCCN(CC3=Cc4cc(OC)ccc4OC3)C2)c1 (stereo not drawn)
  M5 PAM: -3; CHRM1 antagonist: 5; CHRM4 antagonist: -2; CHRM5 antagonist: 13; TAAR1 agonist: -1; CHRM1 PAM: -16; M5 ag: 0; M4 ag: 2; CHRM1 agonist: -8

Screening results: PubChem BioAssay, The Scripps Research Institute Molecular Screening Center

The list is partial; rates above refer to the full screens.
